# From PubChem BioAssay
# m5-HT2A agonist: mouse HTR2A agonism via beta-arrestin recruitment; actives 0.66% (n = 360,000); activation, % at 7.6 µM; CHO-K1 mHTR2A beta-arrestin complementation, luminescence; percent of 30 µM serotonin response; AID 624169;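 active = activation above a run cutoff, the mean activation of all tested compounds plus 3 SD, cut at about 14% in these data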;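 note: 0% = plate median of compound wells and 100% = 30 µM serotonin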
# ABCB6 inh 2: blocks the human ABCB6 transporter. Q9NP58. K562-ABCB6 porphyrin accumulation, flow cytometry, 1 h; hits give low values. fluorescence ratio to DMSO, % at 10 µM. actives 0.19% (n = 360,000). AID 602162;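 active = fluorescence ratio to DMSO below 75%, the collection mean minus 3 SD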;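 note: signal is porphyrin accumulated inside mitochondria; 100% equals median channel fluorescence of DMSO control wells; lower ratio means ABCB6 inhibition with less porphyrin fluorescence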
# Target sequence (Q9NP58 whole entry, looked up): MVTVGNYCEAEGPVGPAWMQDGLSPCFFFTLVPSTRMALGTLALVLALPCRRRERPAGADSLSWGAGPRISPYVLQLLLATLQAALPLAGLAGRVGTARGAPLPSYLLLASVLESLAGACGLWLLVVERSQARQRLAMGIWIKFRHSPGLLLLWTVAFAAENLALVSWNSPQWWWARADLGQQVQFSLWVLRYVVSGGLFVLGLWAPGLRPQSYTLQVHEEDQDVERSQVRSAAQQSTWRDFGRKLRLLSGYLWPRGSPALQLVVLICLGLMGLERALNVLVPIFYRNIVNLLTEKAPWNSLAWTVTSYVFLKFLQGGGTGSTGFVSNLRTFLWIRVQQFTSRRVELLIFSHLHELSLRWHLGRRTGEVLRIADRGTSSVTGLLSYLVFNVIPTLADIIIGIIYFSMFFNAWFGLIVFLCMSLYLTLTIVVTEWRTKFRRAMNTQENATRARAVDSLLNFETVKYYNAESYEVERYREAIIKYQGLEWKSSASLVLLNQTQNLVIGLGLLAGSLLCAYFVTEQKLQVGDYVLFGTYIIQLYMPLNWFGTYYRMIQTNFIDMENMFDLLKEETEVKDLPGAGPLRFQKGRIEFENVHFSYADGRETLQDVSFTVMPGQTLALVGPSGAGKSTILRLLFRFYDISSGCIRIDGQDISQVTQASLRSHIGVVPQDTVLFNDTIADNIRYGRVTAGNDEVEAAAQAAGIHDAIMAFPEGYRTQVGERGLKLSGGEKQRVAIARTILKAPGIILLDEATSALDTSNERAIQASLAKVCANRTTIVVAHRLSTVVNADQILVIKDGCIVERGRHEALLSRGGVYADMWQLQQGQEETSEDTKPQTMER
# CaV13 ICDI inh: Primary screen for inhibitors of IQ motif and Ca2+-dependent inactivation inhibitor domain binding in CACNA1D, Förster resonance energy transfer in living cells, …; HEK cells, CFP/YFP FRET ICDI-IQ, plate reader, 10 min; percent FRET-ratio fall versus neutral wells; inhibition, % at 12.3 µM; actives 0.098% (n = 340,000);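 active = mean replicate inhibition of at least 30% and at least 1% of replicates passing that level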;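 note: 0% = median of the neutral control wells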
# H9c2 protect: myocardial damage modulation in H9c2 cells | H9c2 cardiomyocytes, H2O2 injury protection, ATPLite, 2 h | protection from H2O2 cell death, % at 20 µM | actives 0.63% (n = 360,000) | AID 588492;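 active = compounds giving at least 50% protection of heart cells from peroxide-induced death in the single-dose screen, raw or plate-pattern-corrected value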;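 note: 0% = DMSO wells with peroxide and 100% = DMSO wells without peroxide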
# hiPSC survival: hiPSC single-cell survival enhancement. AID 602274. ATPlite luminescence; 100% = ROCK inhibitor wells, 0% = DMSO. survival enhancement, % at 20 µM. actives 0.044% (n = 360,000); in the data active = survival enhancement above about 18%;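 note: cells exposed to compounds for 16 hours before the ATP read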
# Exocytosis inh: blocks lytic granule exocytosis; TALL-104 LAMP-1 surface exposure, flow cytometry; cells stimulated with thapsigargin and PMA; inhibition, % at 10 µM; actives 0.66% (n = 360,000); AID 651702;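 active = inhibition above about 55%, limit read from the data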
# Glyco luc inh: blocks N-linked glycosylation in D54 reporter cells. reporter increase, % at 12.5 µM. D54 ERlucT glycosylation luciferase reporter, 24 h; percent of 100 nM tunicamycin response. actives 0.23% (n = 360,000);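 active = mean luciferase reporter signal, scaled so untreated is 0 and the glycosylation-blocking control 100, at or above a set limit in every replicate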;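 note: luciferase carries N-glycosylation sites so blocking glycosylation raises the light; 0% = median of neutral control wells and 100% = median of 100 nM tunicamycin wells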
# Vif inh: blocks HIV Vif function; HEK293T cells, Vif self-association by quenched fluorescence, imaging, 24 h; inhibition, % at 7.49 µM; actives 0.35% (n = 340,000); in the data active = inhibition above about 50%, passing the limit was not always enough; note: some results filed as inactive read as strong as hits
# PDI turbidity: inhibitors of human protein disulfide isomerase; AID 588391; P07237; PDI insulin aggregation turbidity, A650, 90 min; actives 0.052% (n = 350,000); inhibition, % at 10 µM;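 active = mean inhibition across replicates of 30% or more, whatever share of single replicates reach that level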;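 note: absorbance from insulin aggregation driven by PDI reduction with DTT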
# aDG glyco up: increases alpha dystroglycan glycosylation | activation, % at 10 µM | Pro5-aDG cells, alpha-DG glycosylation AlphaScreen (IIH6); 0% Pro5, 100% B10-LARGE cell signal | actives 0.22% (n = 360,000);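 active = activation of at least 8% versus controls, or a plate z-score of at least 8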;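 note: Pro5 are CHO cells carrying HIG-tagged alpha-DG that lacks glycosylation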
# * = called active by the depositor; / = not tested or not shown.
SMILES,m5-HT2A agonist,ABCB6 inh 2,CaV13 ICDI inh,H9c2 protect,hiPSC survival,Exocytosis inh,Glyco luc inh,Vif inh,PDI turbidity,aDG glyco up
CC(C)NC(=O)c1cc(C2CCCCN2C(=O)c2ccccc2)on1 (stereo unspecified),-1,101,-7,-2,3.5,1,0,5,0,0.2
CC(=O)N1CCCC(C)(C(=O)Nc2ccc3oc(C)nc3c2)C1 (stereo unspecified),2,98,-4,3,-1.8,1,0,7,11,0.2
COc1cc(OC)cc(C(=O)Nc2nc(CC(=O)NCCc3ccccc3)cs2)c1,-8,88,-5,5,-0.4,6,4,-1,6,-0.1
CCN1CCN(CCNC(=O)c2ccc(CS(=O)(=O)c3c(Cl)cccc3Cl)o2)CC1,-5,102,-2,7,0.2,-3,-1,-6,/,0.0
O=C1[C@H]2[C@@H](c3ccccc3)N[C@]3(CCCN(Cc4ccc(F)cc4)C3=O)[C@H]2C(=O)N1Cc1ccccc1,0,104,-6,12,10,4,0,-5,2,0.3
COc1cc(/C=N/NC(=O)c2ccc(CSc3nc4ccccc4[nH]3)cc2)ccc1O,-6,104,0,52*,1.2,0,3,4,17,-0.5
CN1CCCC(OC(=O)c2cccc(S(=O)(=O)N3CCCCCC3)c2)C1 (stereo unspecified),-2,99,-2,-6,-0.6,12,0,4,0,-0.1
O=C(CSc1cccc2cccnc12)N/N=C/c1ccc(F)cc1,2,101,-2,-10,-0.5,-4,0,-2,0,0.1
O=C(Nc1nccs1)c1ccc(CSc2nnnn2-c2ccccc2)cc1,-1,100,-6,-9,-3.0,-1,-2,-8,-3,0.9
COc1ccc(C(=O)/C(=C\c2ccco2)N2C=CC=CC2=C(C#N)C#N)cc1,-5,106,/,-6,-1.3,65*,0,/,-11,-0.6
COc1cccc(NS(=O)(=O)c2ccc3[nH]cc(C(=O)NCCC(C)C)c(=O)c3c2)c1,-9,94,/,-19,4.4,4,1,/,15,0.1
O=C(N/N=C/c1cc(Br)cc(Br)c1O)c1cccc(N2CCCC2=O)c1,-5,97,-11,52*,3.3,-3,4,2,3,1.3
Cc1ccc(C)c(NC(=O)COC(=O)Cn2c(C)csc2=O)c1,-1,101,-6,1,0.6,-7,0,1,4,-0.2
COc1cc2c(cc1OC)CN(CC(=O)Nc1ccccc1C(=O)NCc1ccccc1)CC2,-2,93,-4,-1,-0.2,-4,-1,-3,3,-0.1
CN(C)CCCn1c2c(c(SCC(=O)Nc3ccc4c(c3)OCO4)nc1=O)CCC2,1,101,-6,10,4.1,0,-3,4,13,-0.2
CC(=O)c1cccc(CN2CCN(Cc3ccc(F)cc3)C(CCO)C2)c1 (stereo unspecified),-3,107,-16,3,-1.4,0,0,4,10,-0.1
O=C1CC(C(=O)O)S/C(=N\NC(=O)c2ccccc2)N1 (stereo unspecified),10,104,-7,0,1.0,1,1,/,1,-0.1
C/C(=N\NC(=O)Cc1ccc(Cl)cc1)c1ccccc1O,-4,99,-21,39,-0.5,1,-4,-3,-8,0.4
Cc1cc(C)n(-c2nc3ccccc3c(=O)n2OC2CCCCC2)n1,7,92,0,-3,1.8,2,-2,0,9,0.1
CCCCCCCCN1C(=O)[C@H](CC(=O)N2CCCC2)C[C@@]2(C(=O)OCC)CCCC=C12,3,98,-8,/,-0.3,-4,/,/,/,0.4

# Among those listed so far, these contain a Cl atom:
SMILES,m5-HT2A agonist,ABCB6 inh 2,CaV13 ICDI inh,H9c2 protect,hiPSC survival,Exocytosis inh,Glyco luc inh,Vif inh,PDI turbidity,aDG glyco up
CCN1CCN(CCNC(=O)c2ccc(CS(=O)(=O)c3c(Cl)cccc3Cl)o2)CC1,-5,102,-2,7,0.2,-3,-1,-6,/,0.0
C/C(=N\NC(=O)Cc1ccc(Cl)cc1)c1ccccc1O,-4,99,-21,39,-0.5,1,-4,-3,-8,0.4

# (continued)
SMILES,m5-HT2A agonist,ABCB6 inh 2,CaV13 ICDI inh,H9c2 protect,hiPSC survival,Exocytosis inh,Glyco luc inh,Vif inh,PDI turbidity,aDG glyco up
CC(C)Cc1nn2c(=O)cc(COc3ccc(NC(=O)c4ccco4)cc3)nc2s1,5,97,-3,-8,-0.5,-6,0,10,-6,0.5
CCOc1ccc2nc(NC(=O)C3CCN(S(=O)(=O)c4cnc[nH]4)CC3)sc2c1,-3,103,0,11,-0.6,1,-1,4,/,-0.1
COc1ccc2c(Cn3cnc4cc([N+](=O)[O-])ccc4c3=O)cc(=O)oc2c1,1,100,/,15,0.2,-6,16,0,-3,0.0
CCOCCCNC(=S)Nc1ccc2nc(N3CCCC3)cc(C)c2c1,-7,103,-9,3,-1.5,8,0,6,-5,0.9
Cc1ccc(C)c(S(=O)(=O)NC(C)CCc2ccccc2)c1 (stereo unspecified),2,96,-2,-7,-0.7,30,-3,-4,-4,0.4
O=S(=O)(NC(CO)Cc1ccccc1)c1ccc(Br)cc1F (stereo unspecified),-4,94,-5,-8,1.2,-3,0,-1,-1,0.1
C[C@H](O)[C@@]1(O)CC[C@H]2[C@@H]3CC[C@@H]4C[C@H](O)CC[C@]4(C)[C@H]3CC[C@@]21C,-4,96,/,-2,-1.0,-4,0,11,/,0.3
COc1ccc(/C=N/Nc2cc(C)nc3ccc(Br)cc23)cc1,-7,96,-7,-20,-0.4,17,-24,-4,-1,-0.5
COCCNC(=O)c1ccc(CS(=O)(=O)c2ccccc2C)o1,2,100,-4,0,-0.3,-2,1,-12,17,-0.2
O=C(Cn1nc(-c2ccccc2)ccc1=O)Nc1ccc(NC(=O)c2ccccn2)cc1,-3,98,-7,-13,0.2,-1,-9,-2,-7,-0.4
CCn1c(SCC(=O)Nc2cc(C)nn2-c2ccccc2)nnc1-c1cccs1,8,103,-2,7,1.0,4,1,0,-3,0.1
CC(=O)Nc1cccc(-n2nnc(SCC(=O)N(C)c3ccccc3)n2)c1,-2,102,-5,0,-0.7,2,0,2,1,0.0
O=C1CC(=O)C(n2cncn2)C(c2ccc(Cl)cc2)C1 (stereo unspecified),3,97,-6,5,1.3,2,3,-13,-2,0.3
C=CCc1cccc(CNc2nc3ccccc3n2CCC)c1O,-3,94,-5,-10,-1.2,-2,-5,-10,-1,1.2
Cc1ccc(CNC(N)=S)cc1,1,100,-5,-8,-2.1,2,0,0,2,0.0
O=C(COc1ccccc1)NCC(=O)Nc1ccc(S(=O)(=O)NCc2ccco2)cc1,3,95,-5,-13,-2.0,-2,-2,3,-9,0.0
Cn1nnnc1SCC(=O)N(C1CCCCC1)C1CCS(=O)(=O)C1 (stereo unspecified),3,93,-7,-3,1.1,-1,1,2,-5,0.0
COc1ccc(CNC(=O)CN(Cc2ccc(F)cc2)C(=O)CCC(=O)Nc2nccs2)cc1,2,99,-4,1,-0.1,2,0,-3,-2,-0.2
COc1cc(CNc2ncc(-c3ccc(Br)cc3)n2C)cc(OC)c1OC,-9,113,-6,-7,-0.7,-6,-3,-3,0,1.1
O=C(COC(=O)c1cc(S(=O)(=O)N2CCCCC2)ccc1N1CCOCC1)c1ccc(F)cc1,-7,95,-5,-4,0.2,2,0,2,-11,-0.1
COCCCNC(=O)c1ccc2c(c1)ncn2-c1ccccc1OC,-4,100,-5,-3,-2.5,-3,1,0,-3,0.0
O=NN(CC(=O)NN=CC=Cc1ccccc1)CC(=O)NN=CC=Cc1ccccc1,4,101,-4,3,-1.3,8,-5,/,/,0.1
COc1cccc(-c2nc3sc4c(c3c(=O)[nH]2)CCCCC4)c1,3,99,-6,-2,-2.6,1,1,-1,4,-0.5
Nc1c(Cl)cc(-c2cn(CCC(=O)O)c(-c3ccc(Cl)nc3)n2)cc1Cl,-3,91,-5,0,-1.1,-3,4,-2,-6,0.0
CCOC(=O)Cc1ccc(NS(=O)(=O)c2ccc(SC)cc2)cc1,-5,99,/,-19,1.2,1,0,-11,11,0.0
O=C(Nc1ccccc1F)C1CCCN(S(=O)(=O)c2ccccc2)C1 (stereo unspecified),1,92,-3,-4,-0.1,3,1,11,-1,0.1
O=C(Cc1ccccc1F)Nc1cc(S(=O)(=O)N2CCOCC2)ccc1N1CCOCC1,-4,92,-2,2,-0.5,3,-1,-4,-5,-0.4
CS(=O)(=O)N(CCc1ccccc1)CC(=O)N1CCN(c2ccc(F)cc2)CC1,-4,85,0,-6,0.5,-2,0,11,-3,0.4
CCOC(=O)C1=C(COC(=O)CNS(=O)(=O)c2c(F)cc(F)cc2Br)NC(=O)NC1C (stereo unspecified),4,103,-2,-1,-0.1,7,-1,16,-1,-0.5
O=C(CC1C[C@H](C(=O)N2CCOCC2)[C@@]2(CCC3CCCC3)c3[nH]c4ccccc4c3CCN2C1=O)NCc1cccc(C(F)(F)F)c1 (stereo partly specified),-3,108,-7,-40,-3.1,8,4,/,-6,0.0
Cc1noc(C)c1C(=O)OC(C)C(=O)Nc1ccc(C(N)=O)cc1 (stereo unspecified),9,93,-2,-2,0.2,2,0,0,-4,-0.2
O=C(CN1CCCCC1)N/N=C/c1ccccc1Br,5,94,-2,0,-0.5,-9,5,-2,2,0.5
COc1ccc(NC(=O)CCSc2ccc(C)cc2)cc1S(=O)(=O)Nc1ccccc1Cl,-4,95,-3,-5,-0.6,4,-5,6,11,0.2
CC1=NN(C(=O)c2c(Br)cnn2C)C(O)(C(F)(F)F)C1 (stereo unspecified),-6,89,/,17,3.5,-1,0,8,-4,0.0
COc1ccc(CNc2nc3c(c(=O)n(Cc4ccc(F)cc4)c(=O)n3C)n2C)cc1,0,103,-6,45,0.9,-1,-7,4,0,1.9
Cc1c(NC(=O)NCc2ccccc2)c(=O)n(-c2ccccc2)n1C,-2,95,-4,-18,-1.9,-3,2,9,-3,-0.2

# Gathered by group: those above with an aryl thioether with sulfur outside any ring.
SMILES,m5-HT2A agonist,ABCB6 inh 2,CaV13 ICDI inh,H9c2 protect,hiPSC survival,Exocytosis inh,Glyco luc inh,Vif inh,PDI turbidity,aDG glyco up
COc1cc(/C=N/NC(=O)c2ccc(CSc3nc4ccccc4[nH]3)cc2)ccc1O,-6,104,0,52*,1.2,0,3,4,17,-0.5
O=C(CSc1cccc2cccnc12)N/N=C/c1ccc(F)cc1,2,101,-2,-10,-0.5,-4,0,-2,0,0.1
O=C(Nc1nccs1)c1ccc(CSc2nnnn2-c2ccccc2)cc1,-1,100,-6,-9,-3.0,-1,-2,-8,-3,0.9
CN(C)CCCn1c2c(c(SCC(=O)Nc3ccc4c(c3)OCO4)nc1=O)CCC2,1,101,-6,10,4.1,0,-3,4,13,-0.2
CCn1c(SCC(=O)Nc2cc(C)nn2-c2ccccc2)nnc1-c1cccs1,8,103,-2,7,1.0,4,1,0,-3,0.1
CC(=O)Nc1cccc(-n2nnc(SCC(=O)N(C)c3ccccc3)n2)c1,-2,102,-5,0,-0.7,2,0,2,1,0.0
Cn1nnnc1SCC(=O)N(C1CCCCC1)C1CCS(=O)(=O)C1 (stereo unspecified),3,93,-7,-3,1.1,-1,1,2,-5,0.0
CCOC(=O)Cc1ccc(NS(=O)(=O)c2ccc(SC)cc2)cc1,-5,99,/,-19,1.2,1,0,-11,11,0.0
COc1ccc(NC(=O)CCSc2ccc(C)cc2)cc1S(=O)(=O)Nc1ccccc1Cl,-4,95,-3,-5,-0.6,4,-5,6,11,0.2

# An unsorted share of the library; 3.1% or so of the library scored in one or more.
